Casp6 inh: blocks human caspase-6 cleavage activity; purified caspase-6, Z-VEID-R110 cleavage fluorescence; inhibition, % at 12.5 µM; 350,000 compounds, 0.53% hits;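 active means mean inhibition across replicates at least about 35%, with every replicate also reaching that limit, limit read from the data; inconclusive means only one of the two criteria met; inactive means neither criterion met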;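 further: 0% = median of neutral control wells and 100% = no fluorescence left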
Target sequence (P55212 24-179 limits assumed): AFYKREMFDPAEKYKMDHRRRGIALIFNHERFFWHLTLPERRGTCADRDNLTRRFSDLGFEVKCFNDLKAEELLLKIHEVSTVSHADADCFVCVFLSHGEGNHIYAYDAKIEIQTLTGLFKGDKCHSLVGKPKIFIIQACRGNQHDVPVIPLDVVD
Target sequence (P55212 194-293 limits assumed): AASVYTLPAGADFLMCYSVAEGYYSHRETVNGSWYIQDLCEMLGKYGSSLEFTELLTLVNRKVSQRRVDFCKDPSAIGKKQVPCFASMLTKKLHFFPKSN
ARNT TACC3 PPI: disruptors of human ARNT/TACC3 interaction | AlphaScreen His-ARNT PAS-B/GST-TACC3 binding, luminescence; TACC3 fragment carries E629A point mutation | Q9Y6A5 | inhibition, % at 9.99 µM | 390,000 compounds, 0.66% hits;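 active means mean inhibition of replicates at least 50% and at least half of replicates each reaching 50%; inconclusive means half or more replicates reach 50% but mean below 50%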;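 further: 0% = complete ARNT plus TACC3 wells and 100% = ARNT alone without TACC3; many hits fall short of the cut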
DENV2 CPE rescue: inhibitors of DENV2 cytopathic effect; DENV2-infected cells, cytopathic effect rescue, plate reader; CPE inhibition, % at 9.99 µM; 350,000 compounds, 1.7% hits; AID 651640; in the data active means CPE inhibition above about 20%, passing the limit was not always enough; inconclusive means no clear call, values can overlap the other calls; tested in BHK-21 cells;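 further: 0% = median of neutral control wells and 100% = median of positive control wells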
PAX8 inh HTS: PAX8 transcriptional activity inhibition. RMG-I TPO-luciferase reporter, SteadyGlo, 24 h. inhibition, % at 12.6 µM. 360,000 compounds, 1.2% hits. AID 652154;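 active means mean replicate inhibition at least 60% with every replicate also reaching 60%; inconclusive means only one of the two criteria is met; inactive means mean below 60% and not all replicates reaching 60%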;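 further: luciferase light reporting Pax8 driven TPO promoter activity; plate controls were median of neutral control wells for no effect and mitoxantrone controls for full effect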
EWS-Fli block: EWS/Fli transcriptional activity inhibition | A673 NR0B1-luciferase reporter, viability-normalised | inhibition, % at 12.6 µM | 350,000 compounds, 0.67% hits;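 active means mean inhibition of at least 50% after viability correction, with every replicate also passing that limit; inconclusive means mean reaches 50% but only one of two replicates passes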;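 further: firefly luciferase signal divided by Alamar Blue viability fluorescence both relative to DMSO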
LGR2 antag: inhibitors of bursicon-induced Drosophila LGR2 receptor cAMP signaling; HEK293 LGR2, CRE-luciferase, bursicon-stimulated, 4 h; inhibition, % at 9.99 µM; 380,000 compounds, 0.35% hits;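 active means drop in luminescence signal, shown as inhibition above about 50% in the replicate tests, limit read from the data, passing the limit was not always enough; inconclusive means probably only some replicates passing the limit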;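 further: agonist challenge used bursicon conditioned medium at about half maximal strength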
SIRT5 block: sirtuin-5 (human) deacylase inhibition. Q9NXA8. Purified SirT5, succinyl-peptide AMC, trypsin-coupled fluorescence. inhibition, % at 15 µM. 330,000 compounds, 1.1% hits. AID 652115; in the data active means inhibition above about 15%; inconclusive means no clear call, values can overlap the other calls
Target sequence (Q9NXA8 whole entry, looked up): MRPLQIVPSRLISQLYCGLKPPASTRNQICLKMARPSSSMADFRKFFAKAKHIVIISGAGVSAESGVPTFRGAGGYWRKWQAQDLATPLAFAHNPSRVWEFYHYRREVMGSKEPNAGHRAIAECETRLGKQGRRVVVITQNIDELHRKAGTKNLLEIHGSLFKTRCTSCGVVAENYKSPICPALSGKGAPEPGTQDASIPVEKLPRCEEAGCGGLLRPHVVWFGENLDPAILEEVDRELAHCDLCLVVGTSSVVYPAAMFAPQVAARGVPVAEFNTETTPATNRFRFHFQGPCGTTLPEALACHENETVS
* marks the source's active call; other numbers are inactive results.

How did COC(=O)C1CCCCN1C(=O)c1ccc(OC2CCN(C(C)=O)CC2)c(OC)c1 (centres undefined) do in these assays?
Casp6 inh: 1; ARNT TACC3 PPI: 5; DENV2 CPE rescue: -6; PAX8 inh HTS: 0; EWS-Fli block: -1; LGR2 antag: -2; SIRT5 block: -8

Results for COc1ccc(C2C(C(C)=O)=C(C)Nc3ncnn32)cc1 (centres undefined) ?
Casp6 inh: 0; ARNT TACC3 PPI: 15; DENV2 CPE rescue: 7; PAX8 inh HTS: -19; EWS-Fli block: -1; LGR2 antag: 6; SIRT5 block: 2

Results for Cn1nccc1C(=O)N1CCCC(C(=O)c2cccc3ccccc23)C1 (centres undefined) ?
Casp6 inh: 1; ARNT TACC3 PPI: -8; PAX8 inh HTS: -18; EWS-Fli block: -8; LGR2 antag: 1; SIRT5 block: -1

Results for Cc1c(CCC(=O)NCCCN2CCCC2=O)c(=O)oc2cc(O)ccc12 ?
Casp6 inh: 1; ARNT TACC3 PPI: -1; DENV2 CPE rescue: 67*; EWS-Fli block: -6; LGR2 antag: 13; SIRT5 block: -96

Results for COc1ccc([C@H]2CC(=O)C=C(c3cc(OC)ccc3OC)C2)cc1 ?
Casp6 inh: -3; ARNT TACC3 PPI: 5; PAX8 inh HTS: 1; EWS-Fli block: 42; LGR2 antag: -3

Results for C[C@@H]1CN([C@@H](C)CO)C(=O)Cc2cc(NS(=O)(=O)c3cn(C)cn3)ccc2O[C@H]1CN(C)Cc1ccc(Oc2ccccc2)cc1 ?
Casp6 inh: 0; ARNT TACC3 PPI: 11; DENV2 CPE rescue: -1; EWS-Fli block: 6; LGR2 antag: 1; SIRT5 block: 5

What do the screens show for `O=C(O)c1ccc2c(=O)n3cc(C(=O)c4ccccc4O)cc(Cl)c3nc2c1`?
Casp6 inh: 0; DENV2 CPE rescue: 1; PAX8 inh HTS: -6; EWS-Fli block: 12; LGR2 antag: 35; SIRT5 block: 12

How did CC(C)CC#Cc1cnc2c(c1)C(=O)N([C@H](C)CO)C[C@@H](C)[C@H](CN(C)C(=O)c1cnccn1)O2 do in these assays?
Casp6 inh: 2; ARNT TACC3 PPI: -2; DENV2 CPE rescue: -2; EWS-Fli block: -5; LGR2 antag: -8; SIRT5 block: -5

What do the screens show for `O=C1CCC[C@@H]2C[C@@]3(C[C@@H]4CCN1[C@H]24)Nc1cc(Cl)ccc1NC3=NC1CCCCC1`?
Casp6 inh: 3; ARNT TACC3 PPI: 8; DENV2 CPE rescue: -5; PAX8 inh HTS: 25; EWS-Fli block: 11; SIRT5 block: 2

How did COC(=O)c1ccc(CN2[C@H](C(=O)OC)C[C@@]3(O)[C@H](O)[C@H](O)[C@H](O)C[C@@H]23)cc1 do in these assays?
Casp6 inh: -1; ARNT TACC3 PPI: -2; DENV2 CPE rescue: -1; PAX8 inh HTS: 2; EWS-Fli block: -4; LGR2 antag: -5; SIRT5 block: -13

Results for Cc1ccc(C(=O)CNc2cccc(Cl)c2)cc1 ?
ARNT TACC3 PPI: -6; PAX8 inh HTS: -15; LGR2 antag: -77

What do the screens show for `CS(=O)(=O)c1ccc(Cl)c(NC(=O)CSc2nnc(C3CC3)n2C2CC2)c1`?
Casp6 inh: -1; ARNT TACC3 PPI: 1; DENV2 CPE rescue: 2; PAX8 inh HTS: -8; EWS-Fli block: 6; LGR2 antag: -7; SIRT5 block: 1

What do the screens show for `O=C(O)C1CCN(S(=O)(=O)c2ccc(Cl)s2)CC1`?
Casp6 inh: -3; ARNT TACC3 PPI: -4; DENV2 CPE rescue: 7; PAX8 inh HTS: -14; EWS-Fli block: 0; LGR2 antag: 9

Results for CN(C)CC(=O)N[C@H]1C=C[C@@H](CC(=O)NCCN2CCCCC2)O[C@@H]1CO ?
Casp6 inh: 6; ARNT TACC3 PPI: -1; DENV2 CPE rescue: 59*; PAX8 inh HTS: -2; EWS-Fli block: 0; LGR2 antag: 29; SIRT5 block: 4

What do the screens show for `CC(C)NC(=O)Nc1ccc2c(c1)C(=O)N([C@H](C)CO)C[C@@H](C)[C@H](CN(C)Cc1ccncc1)O2`?
Casp6 inh: -3; ARNT TACC3 PPI: -3; DENV2 CPE rescue: -7; PAX8 inh HTS: -9; EWS-Fli block: -8; LGR2 antag: -16; SIRT5 block: 3

What do the screens show for `O=C1NC(=S)S/C1=C\c1ccc2ccccc2c1`?
Casp6 inh: 1; ARNT TACC3 PPI: -4; DENV2 CPE rescue: -5; PAX8 inh HTS: -31; EWS-Fli block: -35; LGR2 antag: -29; SIRT5 block: 0

How did Cc1ccc(SCC(=O)N2CCN(c3ccccn3)CC2)cc1 do in these assays?
Casp6 inh: 4; ARNT TACC3 PPI: -5; DENV2 CPE rescue: 4; PAX8 inh HTS: 1; EWS-Fli block: -31; LGR2 antag: -11; SIRT5 block: -2

What do the screens show for `O=C(O)CC1(CC(=O)Nc2ccc3c(c2)OCCCO3)CCCCC1`?
Casp6 inh: -1; ARNT TACC3 PPI: 0; DENV2 CPE rescue: -1; PAX8 inh HTS: 7; EWS-Fli block: 10; SIRT5 block: -7

How did O=C1C=C(Nc2cccc3cccnc23)c2ccccc2C1=O do in these assays?
Casp6 inh: 29; ARNT TACC3 PPI: -4; DENV2 CPE rescue: inconclusive; PAX8 inh HTS: -7; EWS-Fli block: 8; LGR2 antag: -10; SIRT5 block: 3

How did CCSc1nnc(NC(=O)CSc2nnc(CNC(=O)c3cc(OC)c(OC)c(OC)c3)o2)s1 do in these assays?
ARNT TACC3 PPI: 14; PAX8 inh HTS: -5; LGR2 antag: -10

How did Cc1c(C(=O)N2CCCCC2C)sc2ncnc(N3CCc4ccccc4C3)c12 (centres undefined) do in these assays?
Casp6 inh: -3; DENV2 CPE rescue: 9; PAX8 inh HTS: 7; EWS-Fli block: 2; LGR2 antag: 8; SIRT5 block: 4

What do the screens show for `COc1cc2c(cc1OC)C(c1ccc(C)cc1)NC(=O)C2` (centres undefined)?
Casp6 inh: 3; ARNT TACC3 PPI: -1; DENV2 CPE rescue: -3; PAX8 inh HTS: 10; EWS-Fli block: 3; SIRT5 block: -7

Results for CC[C@]12c3[nH]c4ccc(Cl)cc4c3CCN1C(=O)[C@@H](CC(=O)NCCc1ccccn1)C[C@@H]2C(=O)N1CCN(C(=O)c2ccco2)CC1 ?
Casp6 inh: -21; ARNT TACC3 PPI: 0; DENV2 CPE rescue: 6; PAX8 inh HTS: 13; EWS-Fli block: -12; LGR2 antag: 10; SIRT5 block: -3

Results for O=C(Cc1n[nH]c(=O)c2ccccc12)OCC(=O)c1ccc(F)c(F)c1 ?
Casp6 inh: 1; ARNT TACC3 PPI: -6; DENV2 CPE rescue: 9; PAX8 inh HTS: -15; EWS-Fli block: -9; LGR2 antag: -2; SIRT5 block: 0

What do the screens show for `CCNC[C@H]1[C@@H](c2ccccc2)[C@@H](CO)N1C(=O)Cc1ccccn1`?
Casp6 inh: 5; ARNT TACC3 PPI: 6; PAX8 inh HTS: -10; EWS-Fli block: 0; LGR2 antag: -2; SIRT5 block: -1

What do the screens show for `Cc1cc(C(=O)N/N=C/c2ccc(-c3ccccc3Cl)o2)n[nH]1`?
Casp6 inh: -4; ARNT TACC3 PPI: -1; DENV2 CPE rescue: 0; PAX8 inh HTS: -79; EWS-Fli block: -10; LGR2 antag: -19; SIRT5 block: -2

What do the screens show for `COc1cccc(CNC(=O)c2ccc(C3SCCS3)cc2)c1`?
Casp6 inh: -6; ARNT TACC3 PPI: -2; DENV2 CPE rescue: -12; PAX8 inh HTS: 0; EWS-Fli block: -1; LGR2 antag: -14; SIRT5 block: 2

What do the screens show for `CCCN1[C@@H]2c3ccc(/C=C/c4ccccc4)c(=O)n3C[C@H]1[C@H](CO)[C@H]2C(=O)NCC1CC1`?
Casp6 inh: 0; ARNT TACC3 PPI: -13; DENV2 CPE rescue: 1; PAX8 inh HTS: -2; EWS-Fli block: 2; LGR2 antag: -12; SIRT5 block: -98

How did Cc1c(C)c2ccc(OCC(=O)NCCc3c[nH]c4ccccc34)c(C)c2oc1=O do in these assays?
Casp6 inh: 0; ARNT TACC3 PPI: 0; DENV2 CPE rescue: -8; EWS-Fli block: 23

How did CC(CC(=O)Nc1ccc(C(N)=O)cc1)c1ccccc1 (centres undefined) do in these assays?
Casp6 inh: -1; ARNT TACC3 PPI: -1; DENV2 CPE rescue: 2; PAX8 inh HTS: -8; EWS-Fli block: -46; LGR2 antag: -14; SIRT5 block: -11

Results for CC(C)Oc1ccc(C(=O)OC(C)C(=O)Nc2nc(-c3cccc([N+](=O)[O-])c3)cs2)cc1 (centres undefined) ?
Casp6 inh: 0; ARNT TACC3 PPI: 1; DENV2 CPE rescue: 2; PAX8 inh HTS: -7; EWS-Fli block: -5; LGR2 antag: 11; SIRT5 block: -2

What do the screens show for `Cc1cccc(OCCOC(=O)c2ccc(F)c(S(=O)(=O)N3CCOCC3)c2)c1`?
Casp6 inh: -1; ARNT TACC3 PPI: 3; DENV2 CPE rescue: inconclusive; PAX8 inh HTS: 3; EWS-Fli block: 4; LGR2 antag: 19; SIRT5 block: 6

How did CCCCOC(=O)CCCN1C(=O)/C(=C2\SC(=S)N(CCCC(=O)OCCCC)C2=O)SC1=S do in these assays?
Casp6 inh: 1; DENV2 CPE rescue: inconclusive; PAX8 inh HTS: -1; EWS-Fli block: 15; LGR2 antag: 19; SIRT5 block: -6

Results for COc1ccc(-c2ccc(CN3C(CC(C)C)C(=O)N(Cc4cn(CCC5OCCCO5)nn4)CCS3(=O)=O)cc2)cc1OC (centres undefined) ?
Casp6 inh: 0; DENV2 CPE rescue: 8; PAX8 inh HTS: 2; EWS-Fli block: -1; LGR2 antag: 2; SIRT5 block: 10

What do the screens show for `CC(=O)NC(Cc1ccccc1C)C(=O)NC1CCN(c2nnnn2-c2ccccc2)CC1` (centres undefined)?
Casp6 inh: 1; ARNT TACC3 PPI: -2; DENV2 CPE rescue: 10; PAX8 inh HTS: 0; EWS-Fli block: 8; LGR2 antag: 3; SIRT5 block: 1

How did O=C(C[C@@H]1CC[C@@H]2[C@H](COC[C@@H](O)CN2C(=O)c2cccnc2)O1)NCc1ccccc1 do in these assays?
Casp6 inh: 1; ARNT TACC3 PPI: 5; DENV2 CPE rescue: -10; PAX8 inh HTS: -11; EWS-Fli block: -1; LGR2 antag: 2; SIRT5 block: -3

How did O=S1(=O)CC(O)C(O)CS1 (centres undefined) do in these assays?
Casp6 inh: -2; DENV2 CPE rescue: -5; PAX8 inh HTS: 6; EWS-Fli block: -5; LGR2 antag: 10

Results for C[C@H]1CN([C@@H](C)CO)C(=O)c2cc(Br)cnc2O[C@H]1CN(C)S(=O)(=O)c1ccc(F)cc1 ?
Casp6 inh: -1; DENV2 CPE rescue: -2; EWS-Fli block: -17; LGR2 antag: -14; SIRT5 block: -5

How did CC(C)NC(=O)N(C)C[C@@H]1Oc2ccc(NC(=O)CCCCCC(=O)Nc3ccccc3N)cc2C(=O)N([C@H](C)CO)C[C@@H]1C do in these assays?
Casp6 inh: 1; DENV2 CPE rescue: 5; PAX8 inh HTS: -14; EWS-Fli block: -3; LGR2 antag: 16

Results for Cc1ccc(-n2c(SCC(=O)O)nc3sc4c(c3c2=O)CCCC4)cc1 ?
Casp6 inh: 4; ARNT TACC3 PPI: -5; DENV2 CPE rescue: -7; PAX8 inh HTS: 4; EWS-Fli block: 16; LGR2 antag: -6; SIRT5 block: -1

What do the screens show for `C[C@H]1CN([C@@H](C)CO)S(=O)(=O)c2ccc(C#CCN(C)C)cc2O[C@@H]1CN(C)C(=O)Nc1ccccc1F`?
Casp6 inh: 2; ARNT TACC3 PPI: 22; DENV2 CPE rescue: -5; EWS-Fli block: -4; LGR2 antag: 2; SIRT5 block: 6

Results for Cc1ccc(C)c(NC(=O)NNC(=O)c2cc3ccccc3cc2O)c1 ?
Casp6 inh: 1; ARNT TACC3 PPI: -1; DENV2 CPE rescue: inconclusive; PAX8 inh HTS: 10; EWS-Fli block: -3; LGR2 antag: 8; SIRT5 block: 1
